Source: PubChem (National Center for Advancing Translational Sciences (NCATS))
JMJD2E inh = qHTS Assay for Inhibitors of Human Jumonji Domain Containing 2E (JMJD2E). Lysine-specific demethylase 4E (Homo sapiens), B2RXH2. JMJD2E catalytic domain, FDH-coupled NADH fluorescence (FDH is formaldehyde dehydrogenase). Potency, µM (series often up to 57.1 µM), inactives show top-dose activity change, negative = inhibition, most hits filed as inhibitors. hit rate 1.6% among 230,000; active means well fitted inhibition curve with a large enough effect, not every such curve was filed as active; inconclusive means small, poorly fitted or top-dose-only effect, or another doubt; inactive means no such curve, though single readings can be large or run the other way;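 further: 0% = wells with enzyme and -100% = buffer wells without enzyme; nearly all actives have a fitted effect of over 50% in size; many of its hits are not listed in these tables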
Target sequence (B2RXH2 1-337 limits assumed): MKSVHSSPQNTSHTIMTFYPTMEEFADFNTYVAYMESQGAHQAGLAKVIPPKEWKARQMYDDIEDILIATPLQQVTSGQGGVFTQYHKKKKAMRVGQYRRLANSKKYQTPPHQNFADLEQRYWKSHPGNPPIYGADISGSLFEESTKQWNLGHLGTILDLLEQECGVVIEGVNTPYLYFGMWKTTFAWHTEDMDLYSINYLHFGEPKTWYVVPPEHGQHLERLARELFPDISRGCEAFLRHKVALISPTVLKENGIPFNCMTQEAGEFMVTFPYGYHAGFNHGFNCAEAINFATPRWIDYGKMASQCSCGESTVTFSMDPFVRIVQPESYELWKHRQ
Tau fibril ThT = qHTS for Inhibitors of Tau Fibril Formation, Thioflavin T Binding; recombinant tau K18 P301L (four-repeat tau fragment), heparin-induced fibrillization, ThT fluorescence; Microtubule-associated protein tau (Homo sapiens), P10636; Potency, µM (series often up to 57.4 µM), for inactives: top-dose activity, negative = inhibition, usual class: inhibitors; hit rate 2.1% among 270,000; further: on the % scale 0 is the no-effect control and ±100 the full control effect; nearly all actives have a fitted effect of over 55% in size
Target sequence (P10636 561-689 P618L limits assumed): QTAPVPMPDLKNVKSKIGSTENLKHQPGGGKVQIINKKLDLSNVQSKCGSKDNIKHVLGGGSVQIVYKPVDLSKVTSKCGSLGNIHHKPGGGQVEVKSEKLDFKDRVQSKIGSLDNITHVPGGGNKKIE
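Aggregation was driven by heparin (20 uM final) acting on recombinant tau […] bearing P301L in 100 mM sodium acetate pH 7; fibrils were detected with Thioflavin T.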
LMNA splice mod = qHTS Assay for Modulators of Lamin A Splicing; HeLa LMNA splicing GFP/RFP minigene ratio, 48 h; Potency, µM (titrated, usually from 46.1 µM), inactives show at the top dose ratio change, negative = inhibition, hits mostly inhibitors; hit rate 0.01% among 200,000; AID 1487, 2009; active means well fitted inhibition curve with a large enough effect in the signal ratio, with a control signal flat, not every such curve was filed as active; inconclusive means small, poorly fitted or top-dose-only effect, or effect the other way, or a change in a side signal; the % refers to the signal ratio; further: on the % scale 0 is the no-effect control and ±100 the full control effect
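Read-out is the ratio of GFP to DsRed2 object intensity, acquired by 488 nm laser-scanning cytometry on HeLa lamin A-EGFP minigene reporter cells. Compound incubation 48 hrs at 37 °C in Opti-MEM with 2% FBS; DMSO 0.5% final.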
RECQ1 helicase = qHTS Assay for Inhibitors of RecQ-Like Dna Helicase 1 (RECQ1) | ATP-dependent DNA helicase Q1 (Homo sapiens), P46063 | RECQ1 DNA unwinding, red fluorescence kinetic read | Potency, µM (highest dose often 57.3 µM), without a hit: at the highest dose activity, negative = inhibition, usual class: inhibitors | hit rate 0.54% among 240,000;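 further: plate controls were vehicle for no effect and no enzyme for full effect; nearly all actives have a fitted effect of over 30% in size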
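RECQ1T1 50 nM; forked duplex (20 bp + 30-nt ss tails) 200 nM, ATP 2 mM final; pH 8.0, 2 mM MgCl2, 2.5 ug/ml poly(dI-dC); 15 min compound preincubation; discontinuous kinetic read over 2 h at RT.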
ALDH1A1 block = qHTS Assay for Inhibitors of Aldehyde Dehydrogenase 1 (ALDH1A1); Aldehyde dehydrogenase 1A1 (Homo sapiens), P00352; Purified ALDH1A1, NADH fluorescence, propionaldehyde substrate; Potency, µM (highest dose often 75.3 µM), for inactives: top-dose activity, negative = inhibition, usual class: inhibitors; hit rate 7.3% among 220,000; active means well fitted inhibition curve with a large enough effect, not every such curve was filed as active; inconclusive means small, poorly fitted or top-dose-only effect, or another doubt; inactive means no such curve, though single readings can be large or run the other way;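 further: plate controls were no enzyme wells and a reference inhibitor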
Target sequence (P00352 whole entry, looked up): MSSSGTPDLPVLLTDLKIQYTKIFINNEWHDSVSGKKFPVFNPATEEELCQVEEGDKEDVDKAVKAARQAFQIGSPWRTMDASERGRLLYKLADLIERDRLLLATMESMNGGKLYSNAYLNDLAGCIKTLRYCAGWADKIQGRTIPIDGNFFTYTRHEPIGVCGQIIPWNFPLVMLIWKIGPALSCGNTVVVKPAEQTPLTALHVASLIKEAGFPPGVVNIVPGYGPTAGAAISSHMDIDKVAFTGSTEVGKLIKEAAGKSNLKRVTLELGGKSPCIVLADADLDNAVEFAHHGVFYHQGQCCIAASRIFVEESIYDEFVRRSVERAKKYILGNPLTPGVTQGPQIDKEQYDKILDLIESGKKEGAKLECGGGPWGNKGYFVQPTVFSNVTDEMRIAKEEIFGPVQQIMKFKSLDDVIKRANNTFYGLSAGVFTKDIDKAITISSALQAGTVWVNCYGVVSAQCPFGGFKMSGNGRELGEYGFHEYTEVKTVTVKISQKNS
L3MBTL1 inh = qHTS Assay for the Inhibitors of L3MBTL1; AID 485360, 2010; Potency, µM (titrated, usually from 57.1 µM), for the others: top-dose activity, negative = inhibition, most hits filed as inhibitors; hit rate 0.66% among 230,000; Lethal(3)malignant brain tumor-like protein 1 (Homo sapiens), Q9Y468; AlphaScreen L3MBTL1–H3K9me1 peptide binding; further: on the % scale 0 is the no-effect control and ±100 the full control effect; nearly all actives have a fitted effect of over 60% in size
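First, the protein-peptide complex forms for 30 min at room temperature (L3MBTL1 50 nM, biotinylated H3K9me1 peptide 75 nM). Next, compounds are pin-transferred and incubated 30 min. Finally, AlphaScreen beads are added and read after 30 min.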
Luc counter = Counterscreen for Luciferase (Kinase-Glo TM) Inhibition; Luciferin 4-monooxygenase (Photuris pensylvanica), Q27757; Kinase-Glo luciferase, ATP luminescence, 8 min; Potency, µM (doses to about 38.3 µM), for inactives: at the highest dose activity change, negative = inhibition, actives largely listed as inhibitors; hit rate 0.28% among 200,000; AID 1379, 2008; further: on the % scale 0 is the no-effect control and ±100 the full control effect; nearly all actives have a fitted effect of over 60% in size
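Recombinant Kinase-Glo luciferase, 10 uM ATP (linear range), luciferin; imidazole pH 7.2 / KCl / MgCl2 / Tween / BSA buffer; 8 min RT; luminescence.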
SMN2 splice up = qHTS Assay for Enhancers of SMN2 Splice Variant Expression; HEK293 SMN2-luciferase splicing reporter, luminescence, 30-36 h; Potency, µM (top dose mostly 46.1 µM), for inactives: at the highest dose activity change, positive = activation, hits mostly activators; hit rate 2.8% among 210,000; AID 1458, 2008; further: % of control where 0% means no effect; nearly all actives have a fitted effect of over 55% in size
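HEK293 cells carry an SMN2 minigene-luciferase reporter in which exon 7 inclusion puts luciferase in frame. Cells were seeded at 2000 cells/well, attached for 10-12 hours, then exposed to compounds for 30-36 hours at 37C before ONE-Glo luminescence.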
Numbers without * were called inactive; i = inactive; ? = inconclusive; . = not tested or not shown; & = joins results of further samples; [ ] = another dose, or the depositor's remark. Unless noted, the call rests on the fitted dose curve; in most records, active means well fitted curve in the direction sought with a large enough effect; inconclusive means small, poorly fitted or top-dose-only effect, or another doubt; inactive means no such curve, though single readings can be large; an effect the other way counts as inactive or inconclusive. Potency means the concentration at half of the fitted maximal effect. The list is partial; count on the stated rates, not on these rows.

Structure	SMN2 splice up	Tau fibril ThT	L3MBTL1 inh	RECQ1 helicase	ALDH1A1 block	Luc counter	JMJD2E inh	LMNA splice mod
CCC1CCCCN1P(=O)(c1ccc(C)o1)C(C)(C)C (centres undefined)	-5%	-2%	-7%	-8%	?	-1%	0%	8%
CCOc1ccc(-n2c(O)c(C=NCCN3CCNCC3)c(=O)[nH]c2=O)cc1	2%	-11%	.	-8%	?	3%	-5%	11%
Cn1cc(NC(=O)CCl)cn1	-42%[inhibitor]	9%	29%	-17%	18µM*	-2%	-5%	.
CCN(C(=O)Oc1ccccc1)c1ccc(C(O)(C(=O)OC)C(F)(F)F)cc1 (centres undefined)	4%	-7%	-8%	-7%	-5%	-1%	-3%	-6%
CCN1C(=O)C(=Cc2ccc(C)s2)C(=O)N(CC)C1=S	20µM*	14µM*	-11%	7%	7.1µM*	-9%	-5%	?
CCCCn1c(O)c(/C(CC)=N/N2CCCCC2c2cccnc2)c(=O)[nH]c1=S (centres undefined)	8%	-10%	-10%	-8%	-3%	-3%	4%	?
CCCCCCC(C)(C)c1cc(OC)c2c(c1)OC(C)(C)[C@@H]1CC=C(C)C[C@@H]21	.	0%	.	0%	4%	-4%[39.9 µM]	.	.
Cc1cc([N+](=O)[O-])c2ccccc2[n+]1[O-]	.	?	-5%	-6%	.	.	?	.

Going on with the list:
Structure	SMN2 splice up	Tau fibril ThT	L3MBTL1 inh	RECQ1 helicase	ALDH1A1 block	Luc counter	JMJD2E inh	LMNA splice mod
CN1C(=O)C(O)N=C(c2ccccc2)c2cc(Cl)ccc21 (centres undefined)	.	-6%	.	-4%	6%	1%[39.9 µM]	.	?
C=CCN	.	-6%	.	i	19%	-1%[39.9 µM]	.	.
CCOC(=O)C1(CCc2ccccc2)CCN(Cc2cccc3c2OCO3)CC1	.	?	-12%	i	?	.	3%	.
CC(C)(C)C(=O)OCC(=O)C1CCC2C3CCC4=CC(=O)CCC4(C)C3CCC12C (centres undefined)	.	-8%	.	-12%	2%	2%[39.9 µM]	.	?
O=P(O)(O)C12CC3CC(CC(C3)C1)C2	-2%	5%	4%	i	12%	2%	3%	0%
CC(=O)c1ccc2c(c1)C1C(Cl)C(Sc3ccccc3[N+](=O)[O-])CC1C(c1ccccc1[N+](=O)[O-])N2 (centres undefined)	-18%	3%	-26%	-4%	?	0%	1%	-14%
OC12ONC(c3ccccn3)C1N1CCC2CC1 (centres undefined)	-1%	13µM*	-11%	8%	4%	-5%	-23%	3%
CCOC(=O)c1c(C)n(Cc2ccccc2)c2ccc(OCC(O)Cn3nc(C)cc3C)cc12 (centres undefined)	-2%	-18%	-19%	-14%	?	3%	?	?

The list goes on.
Structure	SMN2 splice up	Tau fibril ThT	L3MBTL1 inh	RECQ1 helicase	ALDH1A1 block	Luc counter	JMJD2E inh	LMNA splice mod
CN1C2CC3CC1C(O3)C2O (centres undefined)	7%	1%	.	-4%	-1%	-1%	3%	3%
CCCn1c(C(=O)c2ccccc2)nc2ccccc21	-24%	-12%	.	?	-17%	0%	-3%	5%[46 µM]
COc1ccc(CCn2c(O)c(/C=N/N3CCOCC3)c(=O)[nH]c2=O)cc1OC	.	-5%	1%	-7%	.	.	4%	.
O=C1NC(=O)C(=Cc2ccc(Oc3ccc([N+](=O)[O-])cc3)cc2)C(=O)N1	-1%	13µM*	?	6%	?	-2%	6%	.
FC(F)(F)c1nc(N2CCN(c3ccccc3)CC2)nc2c1CCCCC2	-36%[inhibitor]	-8%	-11%	-1%	0%	-2%	2%	-4%
Clc1cccc(N2CCNCC2)c1	-13%&-5%	-5%&2%&-5%	-4%	-1%	-11%&-12%&0%	-3%&2%	-12%&-4%	-21%
CCCOc1ccc(Cc2c(Cl)nc(SC)nc2OC)cc1	-14%	-14%	59%[activator]	-4%	6%	2%	-3%	-18%
COc1ccc(-n2c(-c3ccccc3)nc3ccccc3c2=O)cc1	.	-4%	-2%	4%	.	.	11%	.

(cont.)
Structure	SMN2 splice up	Tau fibril ThT	L3MBTL1 inh	RECQ1 helicase	ALDH1A1 block	Luc counter	JMJD2E inh	LMNA splice mod
CCC1(c2ccccc2)C(=O)N(COC)C(=O)N(COC)C1=O	-12%	-5%	8%	-4%	10%	12%	1%	?
CC(C)C[C@H]1C(=O)N2CCC[C@H]2[C@]2(O)O[C@](NC(=O)[C@@H]3C=C4c5cccc6[nH]c(Br)c(c56)C[C@H]4N(C)C3)(C(C)C)C(=O)N12	.	?	.	-11%	-1%	2%[39.9 µM]	.	.
O=C1NC(=O)N(c2ccc(Cl)cc2)C(=O)/C1=C/c1coc2ccc(O)cc2c1=O	.	?	-18%	?	.	.	?	.
Cc1cc(CN(C)C)c(OC(=O)N(C)C)cc1C	.	10%	4%	i	6%	.	-1%	-1%
CCC(COC(=O)c1cc(OC)c(OC)c(OC)c1)(c1ccccc1)N(C)C (centres undefined)	-37%&-49%[inhibitor]	?	-16%&-13%	-8%	?	0%&-7%	-4%&-8%	?
CCSc1nnc([C@@H](N)Cc2ccccc2)o1	-32%[inhibitor]	8%	.	-6%	15µM*	1%	2%	3%
C=CCSSCC=C	-23%	9%	.	4%	6.3µM*	-1%	-3%	.
COc1cccc(C(C#N)N2CCCCC2)c1O (centres undefined)	?	?	8%[11.4 µM]	-2%	8%	-4%	?	18%

New compounds follow
Structure	SMN2 splice up	Tau fibril ThT	L3MBTL1 inh	RECQ1 helicase	ALDH1A1 block	Luc counter	JMJD2E inh	LMNA splice mod
Cc1cc(NC(=O)COC(=O)c2c(C)nn(Cc3ccccc3Cl)c2Cl)no1	13%	3%	.	10%	11%	-4%	2%	2%
Cc1nnc2ccc(N3CCN(C)CC3)nn12	12%	-4%	-12%	-9%	-10%	-6%	?	-3%
COc1ccc(C(=O)OC2CC[C@@]3(C)C4CCC5[C@]6(O)CC(O)[C@@]7(O)C(CN8CC(C)CCC8[C@@]7(C)O)[C@]6(O)C[C@@]53O[C@]24O)cc1OC (some centres undefined)	.	-4%	-14%	-1%	.	.	2%	.
O=C(Cc1cccs1)N1CCC2(CC1)OCCO2	-4%	-2%	-1%	-7%	-2%	-6%	5%	-5%
CCOC(C(=O)OCCCN(CC)CC)(c1ccccc1)c1ccccc1	-18%	-5%	-2%	-3%	-9%	-3%	-7%	6%
COC(=O)c1cc2c(s1)=NC=NP=2(N1CCOCC1)N1CCOCC1	-9%	2%	-6%	5%	?	-3%	-5%	1%
C[n+]1cccc(C(=O)NCC2CCCO2)c1 (centres undefined)	-2%	4%	2%	-8%	7%	-2%	?	12%
N[C@@H](Cn1cc(I)c(=O)[nH]c1=O)C(=O)O	-11%	-6%&-7%	.	-8%	-14%&-3%	-1%&4%	-23%&-8%	-9%

Later entries.
Structure	SMN2 splice up	Tau fibril ThT	L3MBTL1 inh	RECQ1 helicase	ALDH1A1 block	Luc counter	JMJD2E inh	LMNA splice mod
Cc1ccc(Cl)cc1N1CCN(C(=O)c2cn(C)c(=O)c3c2c2ccccc2n3C)CC1	?	?	.	-2%	?	0%	-1%	-4%
CN1/C(=C\C=C2C(=O)NC(=O)NC2=O)C(C)(C)c2ccccc21	-28%	?	.	-14%	-2%	-2%	-22%	.
Cc1cc(C=O)c(C)n1CC1CCCO1 (centres undefined)	-29%	0%	.	-12%	?	-1%	9%	0%
CN(C)P1(N(C)C)=Nc2c(c(N)nn2C)C(c2ccccc2)=N1	19%	-7%	-4%	i	-2%	-1%	-3%	-6%
C1=C(c2c[nH]c3ccccc23)CCNC1	.	?	-12%	-9%	?	.	25µM*	-4%
NC(=O)[C@@H]1CCCN1C(=O)[C@H](Cc1ccccc1)NC(=O)[C@@H]1CCCN1C(=O)[C@@H](N)Cc1ccc(O)cc1	-7%	-7%	.	19%	1%	.	.	.
CCc1ccc(N2C(=O)NC(=O)/C(=C/c3ccsc3)C2=O)cc1	-1%	?	.	-9%	-5%	1%	7%	.
CC(C)CN1CC2(CCN(C(=O)c3ccncc3)CC2)C1	-4%	.	.	i	6%	0%	.	.
COc1ccc(CCN)cc1O	7%&4%	-7%&-5%	.	-2%&19%	5%&1%	-3%	2%	?

Of the compounds above, these have an NH in an aromatic ring:
Structure	SMN2 splice up	Tau fibril ThT	L3MBTL1 inh	RECQ1 helicase	ALDH1A1 block	Luc counter	JMJD2E inh	LMNA splice mod
CCOc1ccc(-n2c(O)c(C=NCCN3CCNCC3)c(=O)[nH]c2=O)cc1	2%	-11%	.	-8%	?	3%	-5%	11%
CCCCn1c(O)c(/C(CC)=N/N2CCCCC2c2cccnc2)c(=O)[nH]c1=S (centres undefined)	8%	-10%	-10%	-8%	-3%	-3%	4%	?
COc1ccc(CCn2c(O)c(/C=N/N3CCOCC3)c(=O)[nH]c2=O)cc1OC	.	-5%	1%	-7%	.	.	4%	.
CC(C)C[C@H]1C(=O)N2CCC[C@H]2[C@]2(O)O[C@](NC(=O)[C@@H]3C=C4c5cccc6[nH]c(Br)c(c56)C[C@H]4N(C)C3)(C(C)C)C(=O)N12	.	?	.	-11%	-1%	2%[39.9 µM]	.	.
N[C@@H](Cn1cc(I)c(=O)[nH]c1=O)C(=O)O	-11%	-6%&-7%	.	-8%	-14%&-3%	-1%&4%	-23%&-8%	-9%
C1=C(c2c[nH]c3ccccc23)CCNC1	.	?	-12%	-9%	?	.	25µM*	-4%
